Screening results (PubChem BioAssay)
MsrA inh: inhibits bovine methionine sulfoxide reductase A. purified bovine MsrA, absorbance read-out. inhibition, % at 15.5 µM. 360,000 compounds, 0.75% hits; in the data active means inhibition above about 4.5%;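 further: 0% = vehicle wells with enzyme and 100% = reference inhibitor wells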
Rin1 Abl inh: blocks binding of human Rin1 to Abl; P00519+Q13671; TR-FRET Rin1/Abl binding, biochemical; inhibition, % at 7.35 µM; 360,000 compounds, 0.4% hits; AID 588664; in the data active means inhibition above about 5%, passing the limit was not always enough
MsrA act: bovine methionine sulfoxide reductase A activation. purified bovine MsrA, absorbance read-out. activation, % at 10.6 µM. 360,000 compounds, 0.3% hits. AID 602163; in the data active means activation above about 7.5%;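 further: 0% = vehicle and 100% = reference activator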
CendR NRP1 mod: modulators of CendR peptide binding to human neuropilin-1; O14786; FAM-RPARPAR peptide binding to NRP-1, fluorescence polarization; inhibition, % at 25 µM; 360,000 compounds, 0.85% hits;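 active means inhibition or corrected inhibition above about 18%, plus a signal ratio from 0.5 to 1.5, limit read from the data, passing the limit was not always enough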; further: strong numbers were not always called active
Neddyl block: inhibitors of human cullin neddylation | TR-FRET cullin neddylation, biochemical | P61081+Q13564 | calls only at 25 µM | 360,000 compounds, 0.58% hits | AID 651699; in the data active means inhibition above about 36%
MT1-MMP act inh: blocks activation of human MT1-MMP | HT1080 RFP-PRO-GFP cells, GFP/RFP ratio fluorescence, overnight; percent of plate control window, DMSO zero | GFP/RFP ratio change, % at 20 µM | AID 651647 | 360,000 compounds, 0.061% hits | P50281;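 active means GFP/RFP ratio change of at least 30% with cell ATP level not reduced by more than half and red fluorescence within 50% of control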; further: strong numbers were not always called active
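Test system: HT1080 RFP-PRO-GFP cells; Benchmarks: DMSO and RFP-L50D-GFP cell wells; Timing: cells overnight before dosing, compound overnight, 37 °C, 5% CO2; Compound: one 20 µM compound dose with 1% DMSO; Read-out: GFP/RFP fluorescence ratio.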
FAS TE block: blocks the thioesterase domain of human fatty acid synthase; recombinant FAS-TE, OMFH fluorogenic substrate, fluorescence endpoint; AID 602261; P49327; 360,000 compounds, 0.67% hits; inhibition, % at 15 µM;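 active means compounds whose normalised, plate-corrected inhibition of enzyme fluorescence in the single-dose primary screen is 50% or more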;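 further: 0% = DMSO with enzyme and 100% = substrate without enzyme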
eLon inh: inhibits E. coli Lon protease. P0A9M0. 360,000 compounds, 0.42% hits. inhibition, % at 7.94 µM. purified E. coli Lon protease, fluorescence polarization; in the data active means inhibition above about 13%, passing the limit was not always enough;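 further: 0% = enzyme with probe and DMSO and 100% = no enzyme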
SKN-1 inh: blocks SKN-1 activity in C. elegans; inhibition, % at 21.8 µM; C. elegans VP596 Pgst-4::GFP/RFP ratio, acrylamide-induced, 24 h; 360,000 compounds, 0.49% hits; AID 624304;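 active means interference check ratio from 0.5 to 1.5 plus GFP to RFP signal ratio inhibition reaching or exceeding a fixed threshold, cut at about 30% in these data, passing the limit was not always enough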; further: some compounds called inactive have numbers as strong as hits
Starred values were filed as active, the others as inactive; i = inactive; . = no result given; + = active, no number.

SMILES | MsrA inh | Rin1 Abl inh | MsrA act | CendR NRP1 mod | Neddyl block | MT1-MMP act inh | FAS TE block | eLon inh | SKN-1 inh
Cc1onc(-c2ccccc2Cl)c1C(=O)OCC(=O)N1CCC(C)CC1 | -0.6 | 3 | -3 | -2 | i | -1 | 6 | -1 | 1
O=C(Nc1ccc(NC(=O)C2CCCCC2)cn1)c1ccco1 | 2.1 | 0 | -11 | -3 | i | -5 | -11 | 7 | -11
Cc1cccn2c(=O)c3cc(C(=O)N4COCC4(C)C)n(C)c3nc12 | -0.1 | 1 | -2 | 2 | . | 4 | -11 | 3 | 18
COc1ccc(CC(=O)NCc2nnc(SCC(=O)Nc3ccccc3)n2C)cc1 | -0.1 | 0 | -2 | -3 | i | 2 | 0 | 1 | 6
Cc1ccc(SCCC(=O)Nc2ccc(Br)c(C)c2)cc1 | -0.1 | 3 | -8 | 0 | i | -1 | 31 | 17 | 13
O=C(CCN1CCOCC1)NCc1ccccc1 | 1.2 | 1 | -2 | 0 | i | -2 | -6 | 1 | 13
Cc1nc2sc(C(=O)OCC(=O)N3c4ccccc4CC3C)c(C)c2c(=O)[nH]1 (stereo not drawn) | 0.1 | -3 | -2 | -10 | i | 9 | 0 | 1 | 17
O=S(=O)(Nc1cccc(-c2ccc3nncn3n2)c1)c1ccccc1F | 0.1 | 1 | -12 | 6 | i | 1 | 0 | -4 | 1
CC(C)N=C(N)N=C(N)Nc1ccc(Cl)cc1 | -1.3 | 0 | -1 | 3 | i | -6 | 1 | 0 | 11
CCC(C)(C)NC(=O)CN(C(=O)C(=O)Nc1ccc2c(c1)OCCO2)N1CCOCC1 | 0.5 | 1 | -2 | -4 | i | 0 | -9 | 1 | 15
COC(=O)Cn1nnc2c(cnn2-c2ccccc2)c1=O | 1.1 | -1 | -2 | 3 | i | 3 | -4 | -3 | 8
COc1ccc(NC(=O)CSc2nnc(Cc3cccn3C)n2-c2ccc(C)cc2)cc1OC | 0.3 | 3 | -6 | -1 | i | -1 | -1 | -6 | -5
COc1cccc2cc(CC(=O)c3ccc(C)cc3C)c(=O)oc12 | 2.0 | -1 | 0 | 10 | i | 6 | -1 | -6 | 15
CS(=O)(=O)N(CC(=O)N1CCCCCC1)Cc1ccc(Cl)cc1 | 1.7 | 2 | -3 | -5 | i | 5 | 0 | -10 | -2
N#Cc1nc(COc2ccccc2Cl)oc1N1CCCC1 | 0.4 | 0 | -2 | -1 | i | -2 | 34 | -1 | 3
Cc1c(C(=O)NCC2COc3ccccc3O2)oc2ccc(S(=O)(=O)N(C)C3CCCCC3)cc12 (stereo not drawn) | -0.8 | 0 | -2 | -1 | i | -5 | 36 | -1 | -2
CCOC(=O)C1CCN(C(=O)COc2ccc(S(=O)(=O)NC(C)C)cc2)CC1 | -0.3 | 2 | -4 | -8 | i | 11 | -6 | -5 | 1
CC1CCC(N(C(=O)c2csnn2)C(C(=O)NC(C)(C)C)c2cccnc2)CC1 (stereo not drawn) | -0.5 | 1 | -5 | -7 | i | 2 | -8 | -1 | -4
COc1ccccc1Cn1nnc2c(=O)[nH]c(C3CCN(C(=O)c4ccc(C)cc4)CC3)nc21 | 1.4 | 6 | 0 | 0 | i | 3 | -6 | -1 | -8
Cc1cc(C)cc(OCC(=O)NNC(=O)c2cc(C)[nH]n2)c1 | 2.6 | 2 | -6 | 22 | i | 3 | -4 | 13 | -5
CCCC1OC23CCCCC2C(C#N)(C(=N)O3)C1(C#N)C#N (stereo not drawn) | -0.3 | 3 | -2 | -5 | . | -15 | -10 | 14 | 38
O=C(c1ccc2c(=O)n3c(nc2c1)CCC3)N1CCN(S(=O)(=O)c2cccc(F)c2)CC1 | 2.0 | -1 | 0 | -3 | i | -2 | -2 | -17 | -15
O=C(OCc1nnc(-c2ccccc2)o1)c1ccc2c(c1)OCO2 | -0.3 | -1 | -3 | 2 | i | -4 | 8 | -3 | 0
CC(=O)Nc1ncc(Cc2cccc(Cl)c2Cl)s1 | -0.3 | -1 | -3 | -2 | i | 5 | 0 | -3 | 7
Cc1ccc(CNC(=O)CCS(=O)(=O)c2ccc(Br)s2)o1 | 0.9 | -3 | -4 | -4 | i | -1 | -8 | -2 | 15

Ordered by count of non-hydrogen atoms (ascending): 3 of the compounds above
SMILES | MsrA inh | Rin1 Abl inh | MsrA act | CendR NRP1 mod | Neddyl block | MT1-MMP act inh | FAS TE block | eLon inh | SKN-1 inh
CC(C)N=C(N)N=C(N)Nc1ccc(Cl)cc1 | -1.3 | 0 | -1 | 3 | i | -6 | 1 | 0 | 11
Cc1ccc(CNC(=O)CCS(=O)(=O)c2ccc(Br)s2)o1 | 0.9 | -3 | -4 | -4 | i | -1 | -8 | -2 | 15
COc1cccc2cc(CC(=O)c3ccc(C)cc3C)c(=O)oc12 | 2.0 | -1 | 0 | 10 | i | 6 | -1 | -6 | 15

(cont.)
SMILES | MsrA inh | Rin1 Abl inh | MsrA act | CendR NRP1 mod | Neddyl block | MT1-MMP act inh | FAS TE block | eLon inh | SKN-1 inh
Cc1ccc(C2C(C#N)=C(N)Oc3c2oc(CO)cc3=O)o1 (stereo not drawn) | 2.6 | 1 | -1 | 2 | i | -2 | -3 | 5 | 34
CCCOC(=O)Nc1ccccc1C(N)=O | 0.7 | -2 | -4 | 4 | i | 6 | -4 | -6 | -7
Cc1ccc(N=Cc2c(O)cc(C)oc2=O)c(C)c1 | 1.4 | 1 | -6 | -15 | i | -39 | -6 | -3 | -3
FC(F)(F)c1ccc(Oc2ccccc2Cl)nc1 | -0.3 | -2 | -5 | -5 | i | 3 | 0 | -15 | 1
CN1C(=O)C(O)(C2COC(C)(C)CC2=O)c2cc(Br)ccc21 (stereo not drawn) | -0.8 | -2 | -6 | 3 | i | -2 | -4 | -10 | 1
COc1ccc(OC)c(N2C(=O)[C@@H]3C(c4ccccc4Cl)=NO[C@@H]3C2=O)c1 | -0.8 | 3 | -4 | -22 | i | -2 | 0 | -3 | 11
CC(=O)Nc1cccc(NC(=O)CSc2ncc(C(=O)Nc3ccc(F)cc3)c(=O)n2C)c1 | -0.6 | 6 | 1 | -17 | i | 0 | 6 | -8 | 5
CCc1cc(-c2n[nH]c(=S)n2-c2cccc(C)c2)cs1 | -1.6 | -1 | 3 | -4 | i | -2 | -1 | 7 | 19
O=S1(=O)N[C@@H](Cc2ccccc2)COc2cc(N3CCN(Cc4ccccc4F)CC3)ccc21 | 1.5 | . | -13 | -18 | i | 3 | -4 | -14 | -2
CSCCC(NC(=O)c1ccccc1)C(=O)NCc1ccco1 (stereo not drawn) | -0.9 | 0 | -3 | -14 | i | 1 | -5 | -9 | -3
O=C(NCc1ccccc1)C(c1cccc2ccccc12)n1c(=O)c(-c2ccccc2)nc2ccccc21 (stereo not drawn) | 0.9 | . | . | -13 | i | -5 | . | . | 15
O=C(Nc1ccccc1O)c1c(O)c2c([nH]c1=O)CCCC2 | 0.9 | -1 | -2 | -5 | i | -2 | 10 | -6 | 9
CC(=O)Nc1ccc(NC(=O)CCSCCc2ccccn2)cc1 | 2.0 | -3 | -5 | 12 | i | 0 | -9 | 4 | -7
Fc1cccc(CSc2ccc3nnc(-c4cccnc4)n3n2)c1 | 0.2 | -6 | -3 | -6 | i | 0 | 11 | 2 | 6
Cc1cccc(-n2c(O)cnc2Nc2nc(C)cc(C)n2)c1 | 4.5 | 0 | -2 | -5 | i | -1 | -5 | 1 | 4
NC(=O)Cn1c(=O)oc2ccccc21 | -0.3 | -4 | 1 | -5 | i | -2 | -5 | -4 | 5
COc1c2c(cc3ccc(=O)oc13)CCO2 | 2.5 | -3 | -5 | -9 | . | -2 | -4 | -5 | -5
CCN(Cc1nc2cc(Cl)ccc2c(=O)[nH]1)C(=O)c1nn(C)c(=O)c2ccccc12 | -0.9 | 1 | -2 | -3 | i | 4 | -2 | -1 | 11
CC(C)(C)NC(=O)CCCCCCCC(=O)NC(C)(C)C | 1.1 | 1 | -2 | -8 | i | -8 | 2 | 0 | 4
COc1cnc(-c2ccccn2)nc1Oc1cccc(Cl)c1 | -0.6 | 1 | -2 | -1 | i | -7 | -2 | -2 | -4
CCOC(=O)Cn1nc(C)n(-c2ccc(F)cc2)c1=O | 0.3 | -1 | -1 | -3 | i | -3 | -5 | -17 | 1
COC(=O)NNC(=S)Nc1ccc(Br)cc1 | 1.7 | 2 | 1 | 7 | i | 1 | -2 | -10 | 4
COCCCNc1nc2ccccc2nc1NS(=O)(=O)c1ccc(Cl)cc1 | -0.2 | 1 | -3 | 1 | i | 1 | -3 | 3 | -12
Cc1cc(C)n(CCNC(=O)[C@H]2O[C@@H](n3ccc(N)nc3=O)[C@H](O)[C@@H]2O)n1 | -1.0 | 1 | -4 | 12 | i | 3 | -6 | -4 | 12
CC(C)CC(=O)Nc1nnc(SCC(=O)NC2CCCC2)s1 | -0.7 | -3 | -1 | -1 | i | -4 | -4 | -4 | -5

Additional records:
SMILES | MsrA inh | Rin1 Abl inh | MsrA act | CendR NRP1 mod | Neddyl block | MT1-MMP act inh | FAS TE block | eLon inh | SKN-1 inh
CCOC(=O)Nc1cc2c(cc1C(C)=O)OCO2 | -0.2 | 1 | -3 | 15 | . | -2 | -10 | -2 | 12
CCSc1nc2c(c(=O)[nH]1)C(c1cccnc1)C(C(=O)OC)=C(C)N2 (stereo not drawn) | -0.5 | 5 | -2 | -17 | i | 0 | -6 | 1 | 17
CCC1CCCCN1CCCNC(=O)c1cc2c(=O)[nH]c3ccccc3c2n1C (stereo not drawn) | -0.3 | 2 | -2 | 3 | + | 0 | 0 | -2 | -2
CCOc1ccc(NS(=O)(=O)c2ccc(C(=O)N3CCCC(C)C3)cc2)cc1 (stereo not drawn) | -0.2 | 2 | 1 | 4 | i | -8 | 3 | -4 | 9
O=C(NCc1ccccc1Cl)C1CCC(=O)N1Cc1ccc(F)cc1 (stereo not drawn) | 0.3 | 2 | -2 | 0 | i | 3 | -3 | -1 | -4
O=C(NNc1cccc(Cl)n1)Nc1ccccc1F | -0.8 | 1 | -2 | -6 | i | -1 | -2 | 2 | -4
CCn1cc(C(=O)O)c(=O)c2cc(F)c(N3CCN(C(=S)NC(=O)c4cccc(C)c4)CC3)cc21 | 1.0 | -5 | -4 | -12 | i | -1 | -1 | -10 | 12
COc1ccc(/C=C/C(=O)NCCOc2ccc(C)cc2)cc1 | 1.6 | 4 | -3 | 4 | i | 2 | 2 | -8 | 10
O=C(Nc1ccc(S(=O)(=O)NCc2ccco2)cc1)c1ccc(F)cc1 | -0.2 | 3 | -1 | 5 | i | -2 | 0 | -5 | 10
Cc1onc(-c2ccccc2)c1-c1nnc(COC(=O)c2ccc(O)cc2)o1 | 0.1 | 0 | 0 | -6 | i | -4 | 5 | -3 | 0
Cc1cc(C)n2cc(CSc3ccc(Br)cc3)nc2n1 | 0.1 | -3 | -1 | 3 | i | 1 | 5 | 5 | -2
CC(C)CC1NC(=O)c2cccnc2-n2c1nc1ccccc1c2=O (stereo not drawn) | 0.3 | 2 | -1 | -12 | i | 0 | -4 | 8 | 26
Cc1cc(Oc2ccc(-c3ccccc3)cc2)nc(N2CCOCC2)n1 | 0.8 | 0 | 1 | 18 | i | -2 | 19 | -3 | -7
COc1ccc(N2CCN(Cc3oc(CO)cc(=O)c3O)CC2)cc1 | 0.5 | 1 | -7 | 1 | i | -2 | -7 | -10 | -16
COc1ccc(NC(=O)C2CC(=O)NC(Nc3cccc(C)c3)=N2)cc1 (stereo not drawn) | -0.4 | 4 | -2 | -8 | i | -3 | -7 | -18 | 32
Cc1cc(C)c(S(=O)(=O)c2cc(F)ccc2C)c(=O)[nH]1 | 1.1 | 1 | -6 | 9 | i | -1 | -9 | 1 | 7
COc1ccc(N(CC(O)Cn2c(C)nc3ccccc32)S(=O)(=O)c2ccccc2)cc1 (stereo not drawn) | 1.0 | 0 | -1 | -1 | i | -4 | -5 | 2 | 0
CCc1ccccc1NC(=O)c1ccc(CN2CCC(Cc3ccccc3)CC2)cc1 | -0.1 | -1 | 1 | 32* | i | 4 | 4 | -3 | 9
